Screens deposited in PubChem by National Center for Advancing Translational Sciences (NCATS).
TDP1 block: blocks human tyrosyl-DNA phosphodiesterase 1; Potency, µM (highest dose often 130 µM), without a hit: at the highest dose activity change, negative = inhibition, most hits filed as inhibitors; recombinant TDP1, AlphaScreen DNA substrate cleavage; 0.28% of 350,000 active; note: nearly all actives have a fitted effect of over 40% in size
Target sequence (Q9NUW8 whole entry, looked up): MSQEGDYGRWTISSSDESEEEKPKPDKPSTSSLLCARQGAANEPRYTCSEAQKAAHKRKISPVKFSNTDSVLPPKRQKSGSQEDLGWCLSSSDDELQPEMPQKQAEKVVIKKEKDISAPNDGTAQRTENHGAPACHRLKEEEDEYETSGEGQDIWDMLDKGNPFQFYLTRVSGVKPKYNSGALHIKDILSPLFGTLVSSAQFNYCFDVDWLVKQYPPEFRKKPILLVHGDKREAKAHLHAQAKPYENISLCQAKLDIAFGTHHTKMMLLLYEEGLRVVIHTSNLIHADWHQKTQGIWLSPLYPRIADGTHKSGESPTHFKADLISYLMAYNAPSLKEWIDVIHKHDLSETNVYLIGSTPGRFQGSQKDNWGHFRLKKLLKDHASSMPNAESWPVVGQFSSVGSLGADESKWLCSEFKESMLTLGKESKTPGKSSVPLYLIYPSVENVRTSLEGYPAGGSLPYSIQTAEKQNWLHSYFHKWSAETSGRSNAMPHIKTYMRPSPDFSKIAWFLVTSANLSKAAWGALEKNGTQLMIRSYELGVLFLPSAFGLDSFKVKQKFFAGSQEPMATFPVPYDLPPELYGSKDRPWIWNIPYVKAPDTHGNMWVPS
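Here, a 5' biotin and 3' phosphotyrosine-FITC DNA oligonucleotide reports Tdp1 activity: intact substrate bridges AlphaScreen beads, while cleavage leaves a 3' phosphate and drops signal. All incubations at room temperature.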
DT40 TDP1 CPT: DT40-hTDP1 cell growth loss with CPT; Potency, µM (titrated, usually from 46.2 µM), for inactives: top-dose activity change, negative = growth inhibition, usual class: inhibitors; AID 686979; chicken DT40 Tdp1-/-;hTDP1 cells + 20 nM CPT, ATP luminescence, 48 h; 12% of 420,000 active; note: nearly all actives have a fitted effect of over 55% in size
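Chicken DT40 Tdp1-/- cells complemented with human TDP1, 400 cells/well, exposed to compounds plus 20 nM camptothecin for at least 48 h at 37 C; viability read as ATP content by CellTiter-Glo luminescence.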
DT40 TDP1 no CPT: qHTS for Inhibitors of human tyrosyl-DNA phosphodiesterase 1 (TDP1): qHTS in cells in absence of CPT | 15% of 420,000 active | Potency, µM (top dose mostly 46.2 µM), for the others: at the top dose activity change, negative = growth inhibition, actives largely listed as inhibitors | DT40 Tdp1-/- hTDP1 cells, no CPT, ATP luminescence, 48 h; note: nearly all actives have a fitted effect of over 55% in size
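Chicken DT40 Tdp1-/- cells stably complemented with human TDP1 were seeded at 400 cells/well with DMSO in place of 20 nM camptothecin. After compound pinning, cells grew at least 48 hr at 37 °C; viability read by CellTiter-Glo luminescence.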
Numbers without * were called inactive; ? = inconclusive; . = not tested or not shown; [ ] = another dose, or the depositor's remark. Calls come from the whole dose curve; as a rule, active = well fitted curve in the direction sought with a large enough effect; inconclusive = small, poorly fitted or top-dose-only effect, or another doubt; inactive = no such curve, though single readings can be large; an effect the other way counts as inactive or inconclusive. % is set by controls: 0 for no effect and ±100 for the full control effect; potency is the fitted concentration of half-maximal effect.

SMILES | DT40 TDP1 no CPT | DT40 TDP1 CPT | TDP1 block
COc1ccc(C2=NN(C(=O)CSc3nccn3C)C(c3ccco3)C2)cc1 (stereo not given) | ? | 18µM* | 4%
CC1=C(C(=O)OCc2ccccc2)C(c2ccc(C)cc2)NC(=O)N1 (stereo not given) | ? | -9% | .
COC1CCN(Cc2c(C(=O)N3C[C@@H](C)O[C@@H](C)C3)nc3ccc(Cl)cn23)CC1 | 12% | -17% | 3%
CCCCCSc1nc2c(c(=O)[nH]c(=O)n2C)n1CCc1ccccc1 | ? | ? | 6%
COc1ccc(C(=O)NC(C)c2cnn(-c3ccccn3)c2C)o1 (stereo not given) | -15% | 3% | 2%
CN(CC(=O)Nc1ccccc1Br)C(=O)c1ccccc1Sc1ccccc1C#N | ? | ? | .
O=C(NC(=S)Nc1cccc(O)c1)c1ccco1 | -22% | -2% | 6%
CC(=O)N1CCN(CC(=O)Nc2cccc(S(=O)(=O)N3CCCCC3)c2)CC1 | -27% | -16% | 2%
COc1ccc(S(=O)(=O)NCCc2c[nH]c3ccc(Cl)cc23)cc1 | -26% | -2% | 7%
CCN(Cc1ccccc1)C(=O)c1ccc(N(C)S(=O)(=O)c2ccc(C)cc2)cc1 | 15µM* | 18µM* | 5%
CC(C)NC(=O)CCCn1cc([N+](=O)[O-])cn1 | 10% | 2% | 2%
COc1ccc(S(=O)(=O)N2CCN(Cc3cccc(F)c3)CC2)cc1 | 29µM* | -4% | .
Cc1occc1-c1nnc(SCC(=O)NC2(C#N)CCCC2)n1C | -12% | -11% | -2%
CC(=O)Nc1cc(-c2ccccc2)nn1Cc1cccc(Cl)c1 | -26% | -17% | 2%
CCC(C)(C)n1nnnc1C(c1cc2cccc(C)c2[nH]c1=O)N1CCCC1 (stereo not given) | -16% | ? | 8%
O=C(CCCOc1ccc(Cl)cc1Cl)NCc1ccccn1 | -24% | -16% | 4%
O=C(Cn1c(O)c(/C=C2\C=Nc3ccc(Br)cc32)sc1=O)N1CCCC1 | ? | 21µM* | 8%
COc1ccccc1CCNC(=O)C(=O)Nc1cc2c3c(c1)C(C)C(=O)N3CCC2 (stereo not given) | ? | ? | -2%
CC(OC(=O)c1ccc(Cl)nc1)C(=O)N1CCc2ccccc21 (stereo not given) | -17% | 0% | -4%
C=COc1ccc(N2C(=O)c3ccccc3OC2C)cc1 (stereo not given) | 21µM* | ? | .
CCN(CC)C(=O)CSc1nc(OC)cc(=O)[nH]1 | 3% | -10% | 3%
Nn1c(SCC(=O)Nc2nccs2)nnc1-c1cccnc1 | 16% | -13% | 3%[56.1 µM]
O=c1cc(CSc2nc3ccccc3[nH]2)c2ccccc2[nH]1 | -7% | 0% | 1%
COc1ccc(CC(=O)OCC(=O)N2CCCc3ccccc32)cc1 | 8% | 6% | -2%

Entries of single compounds, looked up by structure. Values in the order: DT40 TDP1 no CPT, DT40 TDP1 CPT, TDP1 block
Entry for O=c1cc(CSc2nc3ccccc3[nH]2)c2ccccc2[nH]1 → -7%, 0%, 1%
Entry for O=C(CCCOc1ccc(Cl)cc1Cl)NCc1ccccn1 → -24%, -16%, 4%

Later entries:
SMILES | DT40 TDP1 no CPT | DT40 TDP1 CPT | TDP1 block
O=c1c2oc3ccccc3c2ncn1Cc1cccc(Cl)c1 | -23% | -18% | 2%
Cc1ccc(NC(=O)CSc2nnc3ccccn23)c(Cl)c1 | -3% | -17% | .
CC1CCCCC1Nc1nc2ccc(Cl)cc2n2cnnc12 (stereo not given) | ? | ? | .
O=C(O)C1CCCN(S(=O)(=O)c2ccc(Br)cc2)C1 (stereo not given) | -6% | -22% | 4%
CCc1nnc(NC(=O)c2nn(-c3ccccc3)nc2C)s1 | 1% | 5% | 3%
CCOC(=O)c1c(C)n(C)c2cc(OCCN(CC)CC)ccc12 | 0% | 1% | 5%
O=C(Cc1ccc(Cl)cc1Cl)Nc1ccncc1 | ? | 12µM* | 4%
OC(COc1c(Br)cc(Br)cc1Br)CN1CCOCC1 (stereo not given) | ? | -23% | 3%
COc1cc(OC)c(NS(=O)(=O)c2ccc(Cl)c(C(=O)OC(C)C(=O)N3CCCC3)c2)cc1Cl (stereo not given) | 21µM* | 18µM* | 3%
O=C(CN1C(=O)COc2ccccc21)NCCCN1CCOCC1 | -16% | 2% | 0%
CCCCCOC(=O)Cn1c(=O)c2c(nc(N3CCOCC3)n2C)n(C)c1=O | -29% | -26% | 1%
COc1ccc(NC(=O)Cn2c(=O)n(-c3ccccc3)c(=O)c3sccc32)c(OC)c1 | -16% | -13% | 1%
COc1ccc(Cn2cccc(NC(=O)Nc3cccc(OC)c3)c2=O)cc1 | ? | ? | 3%
COc1ccc(Cl)cc1NC(=O)c1cc2c(=O)n3ccccc3nc2s1 | -13% | -19% | -12%
COc1cccc(C2CC(c3cccs3)=NN2S(C)(=O)=O)c1OC (stereo not given) | -23% | 1% | 7%
COC(=O)/C=C/C(=O)Nc1cccnc1 | ? | 16µM* | -5%
CCC(=O)Nc1ccc(-c2nnc(-c3ccccc3)o2)cc1 | 1% | -4% | 5%
O=C(CN(c1ccccc1F)S(=O)(=O)c1ccccc1)Nc1ccccc1C(=O)N1CCOCC1 | -28% | 19% | -5%
COc1ccc(OC)c(CN2CCC(C(=O)N(C)CCc3ccc(OC)c(OC)c3)CC2)c1 | 13% | -3% | 0%
COC(=O)c1ccc(N2CCN(C)CC2)c(NC(=O)c2cc3ccccc3o2)c1 | 23µM* | 21µM* | 1%
CN(C)c1ccc(C(=O)/C=C/c2ccccc2)cc1 | ? | 21µM* | 3%
O=C(NCc1ccccc1)C1CCCN(C(=O)Nc2ccccc2)C1 (stereo not given) | -5% | -16% | 10%
COc1ccc(NC(=O)CCNS(=O)(=O)c2ccccc2F)cc1S(=O)(=O)N1CCOCC1 | -4% | 16% | .
O=C(Nc1ccc(Br)cc1)c1ccc2ncsc2c1 | ? | -3% | 10%

Some of the entries so far, with values under each structure:
Values run as follows: DT40 TDP1 no CPT | DT40 TDP1 CPT | TDP1 block
> O=C(Nc1ccc(Br)cc1)c1ccc2ncsc2c1
  ? | -3% | 10%
> COc1ccc(OC)c(CN2CCC(C(=O)N(C)CCc3ccc(OC)c(OC)c3)CC2)c1
  13% | -3% | 0%
> COC(=O)c1ccc(N2CCN(C)CC2)c(NC(=O)c2cc3ccccc3o2)c1
  23µM* | 21µM* | 1%
> COC(=O)/C=C/C(=O)Nc1cccnc1
  ? | 16µM* | -5%
> COc1ccc(Cn2cccc(NC(=O)Nc3cccc(OC)c3)c2=O)cc1
  ? | ? | 3%

The listing continues:
SMILES | DT40 TDP1 no CPT | DT40 TDP1 CPT | TDP1 block
CCOc1ccc(OCC)c(NC(=O)CC2Oc3ccccc3NC2=O)c1 (stereo not given) | ? | -4% | 4%
COc1ccc(-c2cc(C)cc3c2OC(CNC(=O)c2cc(C(C)C)on2)C3)nn1 (stereo not given) | -21% | 0%[9.04 µM] | .
CCNC(=O)c1c(NC(=O)c2cc(-c3cc(C)cc(C)c3O)n[nH]2)sc2c1CCCC2 | 5.8µM* | ? | .
Cc1cc(C)c(NC(=O)CSc2nc3ccc(NC(=O)CSc4nnnn4Cc4ccccc4)cc3s2)c(C)c1 | -28% | -6% | .
COc1ccccc1N(Cc1ccccc1)S(=O)(=O)c1cccc(C(=O)Nc2ccccn2)c1 | ? | ? | 3%
COc1cc(C(=O)NCc2ccncc2)cc(OC)c1OC | 15% | 9% | -1%
CCS(=O)(=O)Nc1cc2c3c(c1)CCC(=O)N3CCC2 | -14% | 11% | 5%
CCn1cc(/C=C(\NC(=O)c2ccc(OC)c(OC)c2)C(=O)NCCCO)c2ccccc21 | 3% | 0% | 2%
CC(C)Sc1nc2c([nH]c3ccccc32)c(=O)n1C | -3% | 0% | 6%
CC(C)(CC(=O)O)CC(=O)Nc1ccc(Cl)c(Cl)c1 | 3% | 6% | 2%
O=C(COC(=O)/C=C/c1cccc(C(F)(F)F)c1)NCc1ccco1 | -26% | 4% | -4%
CC(=O)c1ccc(NC(=O)CSc2ccc3nnc(CCNS(=O)(=O)c4ccc(C)cc4)n3n2)cc1 | ? | -28% | 5%
COc1ccccc1NC(=O)N1CCCC1C(=O)NCc1ccccc1 (stereo not given) | -13% | -7% | 1%
O=C(OCc1cnc(Cl)s1)c1ccccc1Cl | -7% | -9% | 0%
Cc1ccc(NC(=O)CN2CCOCC2)cc1Cl | -5% | -22% | .
CC1CCN(C(=O)c2cccc(S(=O)(=O)N3CCN(c4ccccc4)CC3)c2)CC1 | ? | ? | -5%
CN(C)C(=S)Oc1ccccc1C1SCCS1 | ? | 0% | .
COC(=O)c1ccccc1NC(=O)c1ccc2nc(CCc3ccccc3)oc2c1 | -25% | -17% | 1%
CCc1ccc(NC(=O)COC(=O)c2cccs2)cc1 | -21% | 1% | .
COCC(=O)N(Cc1cc2cc(OC)ccc2[nH]c1=O)c1ccccc1 | -6% | 0% | 0%
COc1ccc(CC2(CO)CCN(Cc3cnn(C)c3C)CC2)cc1 | 7% | -3% | 0%
Cc1c(C(=O)N2CCC(N3CCSCC3)CC2)oc2c(F)cccc12 | -20% | ? | 4%
CCOC(=O)C(=O)Nc1cc(C)on1 | -1% | 0% | 0%
CC1CCCC(C)N1C(=O)COC(=O)CNS(=O)(=O)c1ccc2ccccc2c1 (stereo not given) | 5% | -3% | .
COc1cccc(N2CCN(C3CCCC(C)C3)CC2)c1 (stereo not given) | -14% | -14% | -3%
CCCCCCCc1nc2sc3c(c2c(=O)n1N)CC(C)(C)OC3 | ? | ? | 7%
Cc1ccc(CC2CC(=O)N(c3nc(C)cc(C)n3)C2=O)cc1 (stereo not given) | -14% | 16% | 2%
CSc1cccc(CNC(=O)C2CCC(=O)N(CC3CCCCC3)C2)c1 (stereo not given) | ? | ? | 2%
OC[C@H]1O[C@@H](O[C@@H]2[C@@H](CO)O[C@@](O)(CO)[C@H]2O)[C@H](O)[C@@H](O)[C@H]1O | 8% | -4% | .
COc1ccc(S(=O)(=O)NCCCn2ccnc2)cc1Cl | 8% | 7% | 7%
CC(C)=C(NC(=O)c1ccccc1Cl)C(=O)NCCc1nc2ccccc2[nH]1 | 11% | 10% | .
CC(C)c1ccc(CN(C)CC(O)c2ccccc2)cc1 (stereo not given) | 3% | 0% | -6%
COc1ccc(C(C)NC(=O)C2CCCO2)cc1OC (stereo not given) | -11% | -25% | 7%
O=C(O)Cn1nc(-c2ccccc2)cc1-c1ccccc1 | 8% | 6% | .
O=C(Cc1ccc(Cl)cc1)c1c[nH]c(C(=O)NCCCN2CCOCC2)c1 | -22% | -8% | 8%
Cc1ccc(Cl)cc1N1CCN(C(=O)c2ccc(CN3CCOCC3)cc2)CC1 | ? | ? | 12%
CCCNC(=O)c1ccccc1N1CCN(CCCCN2C(=O)C3CCCCN3C2=O)CC1 (stereo not given) | -30% | 5% | .
CCOC(=O)N1CCN(Cc2nc3cc(NC(=O)CC(C)C)ccc3n2CC)CC1 | 9.2µM* | 15µM* | .
O=C(Cc1ccccc1)Nc1ccc(N2CCN(Cc3ccccc3F)CC2)cc1 | -12% | -24% | 1%
COc1ccc(C(=O)NCCn2cc(SCC(=O)Nc3ccc4c(c3)OCCO4)c3ccccc32)cc1 | 21µM* | ? | 7%
COc1ccc(OC)c(CCNc2nccn(-c3ccc(C)c(C)c3)c2=O)c1 | 21µM* | 15µM* | 11%
CCC1CSC(Nc2ccc(C(=O)/C=C/c3ccc(OC)c(OC)c3)cc2)=N1 (stereo not given) | 13µM* | ? | 3%
CNC(=O)c1ccc(CNC(=O)OCC(F)(F)F)cc1 | 3% | -5% | -7%
COc1ccc(NC(=O)CSc2nc(-c3cccs3)cc(C(F)(F)F)c2C#N)cc1 | -21% | -23% | .
COc1ccc(N2CCN(C(=O)[C@H](C)NC(=O)c3ccccc3Cl)CC2)cc1 | -18% | -1% | 6%
Brc1cccc(CSc2nnc(-c3ccncc3)o2)c1 | ? | ? | 0%
CCN(CC)CC(=O)Nc1sc(C)cc1C(=O)c1ccc(C)cc1 | ? | ? | 4%
